# Assay outcomes deposited in PubChem BioAssay by several laboratories.
# HTR5A inv ag = inverse agonist of human HTR5A in OPRM1-OPRD1 counter-screen; AID 504634; inhibition, % at 9.3 µM; HTR5A cell line, luminescence, inverse agonism; 340,000 tested, 0.083% active; P47898; in the data active means inhibition mostly above about 23%, no sharp cut-off; inactive means mostly below about 18%;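 further: 0% = cells with DMSO and 100% = no-cell wells with DMSO; some compounds called inactive have numbers as strong as hits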
# PfHsp90 set2 = reduces growth (ATP signal) of yeast expressing P. falciparum Hsp90; S. cerevisiae expressing PfHsp90, BacTiter-Glo ATP, 48 h; yeast lacking PDR1 and PDR3 efflux regulators; inhibition, % at 9.4 µM; 310,000 tested, 0.32% active;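 active means every replicate shows inhibition above about 80%, whatever the replicate mean, limit read from the data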;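 further: 0% = DMSO neutral controls and 100% = 20 µM radicicol positive controls; yeast relying on Plasmodium falciparum Hsp90 in place of its own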
# Ecoli viability = counter-screen for AddAB inhibitors: E. coli growth inhibition | 330,000 tested, 0.27% active | inhibition, % at 11.9 µM | E. coli V3065 growth, OD600 absorbance, 18 h;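 active means inhibition above the campaign's mean inhibition across all tested compounds plus 3 SD, cut at about 9.9% in these data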;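 further: uninfected addAB+ strain grown without phage in ampicillin broth; 0% = DMSO wells and 100% = ciprofloxacin 0.95 µg/ml wells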
# OPRM1-OPRD1 inv = mu-delta opioid heterodimer inverse agonism; P35372+P41143; cell-based MOR-DOR heterodimer luminescence; inhibition, % at 9.3 µM; 340,000 tested, 0.21% active; AID 504357; in the data active means inhibition above about 22%, passing the limit was not always enough;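 further: 0% = cells with DMSO and 100% = wells without cells with DMSO; values of inactives mirror those of a sister screen read the other way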
# HTR5A ag = activates human HTR5A in OPRM1-OPRD1 agonist counter-screen; HTR5A agonist assay, luminescence, cell-based; activation, % at 9.3 µM; 340,000 tested, 0.61% active; AID 504692; in the data active means activation mostly above about 9.5%, no sharp cut-off; inactive means mostly below about 7.6%;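 further: 0% = cells with vehicle only and 100% = reference agonist; strong numbers were not always called active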
# AddAB inh = less growth of phage-infected E. coli with AddAB. E. coli expressing H. pylori AddAB, absorbance growth. inhibition, % at 11.9 µM. 330,000 tested, 0.29% active; in the data active means inhibition above about 12%;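 further: 0% = vehicle wells of infected cells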
# Pemphigus Ab inh = inhibitors of pemphigus antibody binding to human desmoglein-3; P32926; DSG3-coupled beads, scFv-anti-DSG3-GFP binding, flow cytometry; active compounds read low; binding (percent of control), % at 10 µM; 310,000 tested, 0.48% active;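 active means binding more than 3 SD below its plate's average and above zero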;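 further: hits lower antibody fragment binding to DSG3; some compounds called inactive have numbers as strong as hits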
# Target sequence (P32926 whole entry, looked up, the tested form may be a part): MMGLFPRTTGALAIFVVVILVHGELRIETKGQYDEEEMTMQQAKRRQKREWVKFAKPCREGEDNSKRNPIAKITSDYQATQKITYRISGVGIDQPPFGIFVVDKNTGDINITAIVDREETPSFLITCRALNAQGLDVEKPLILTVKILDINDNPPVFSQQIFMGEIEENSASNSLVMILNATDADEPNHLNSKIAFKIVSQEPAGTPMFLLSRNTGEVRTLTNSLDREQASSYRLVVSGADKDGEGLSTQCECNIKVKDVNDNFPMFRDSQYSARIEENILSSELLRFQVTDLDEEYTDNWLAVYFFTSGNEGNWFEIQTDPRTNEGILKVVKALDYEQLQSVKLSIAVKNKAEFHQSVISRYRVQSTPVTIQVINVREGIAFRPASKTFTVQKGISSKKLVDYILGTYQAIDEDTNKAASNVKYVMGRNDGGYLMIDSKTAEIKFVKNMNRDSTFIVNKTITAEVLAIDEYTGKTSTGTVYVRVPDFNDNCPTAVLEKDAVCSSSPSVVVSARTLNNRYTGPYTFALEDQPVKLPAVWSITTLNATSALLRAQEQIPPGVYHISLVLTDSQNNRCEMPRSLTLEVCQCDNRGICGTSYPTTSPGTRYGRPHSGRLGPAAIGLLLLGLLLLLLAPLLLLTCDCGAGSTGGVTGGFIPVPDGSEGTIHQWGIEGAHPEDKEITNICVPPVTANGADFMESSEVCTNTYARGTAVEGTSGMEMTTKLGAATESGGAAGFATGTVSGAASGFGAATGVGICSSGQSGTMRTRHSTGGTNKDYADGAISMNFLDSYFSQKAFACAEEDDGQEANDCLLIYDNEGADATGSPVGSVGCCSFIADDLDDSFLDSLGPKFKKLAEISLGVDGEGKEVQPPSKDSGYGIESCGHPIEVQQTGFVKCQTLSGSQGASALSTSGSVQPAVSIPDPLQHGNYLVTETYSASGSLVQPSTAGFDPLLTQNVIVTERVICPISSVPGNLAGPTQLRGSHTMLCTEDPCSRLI
# PKA-R1A act = activators of PKA-R1A complex. 340,000 tested, 0.083% active. PKA-R1A dissociation, Cy5-IP20 fluorescence polarization; scaled: DMSO 0%, 113 µM cGMP 100%. P00514+P68181. activation, % at 11.4 µM. AID 504707;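 active means percent activation above the mean of all tested compounds plus 3 SD, cut at about 19% in these data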;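 further: higher means more PKAc released from R1A so a rise in polarization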
# Mot1-301 SUMO = SUMOylation pathway inhibition by Mot1-301 growth rescue | 320,000 tested, 1% active | S. cerevisiae Mot1-301 growth rescue, ATP luminescence, 38.5C; percent above DMSO median, 100 means doubled | growth rescue, % at 18.8 µM;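 active means every valid replicate shows activation above 250% relative to neutral control wells; inactive means the rest, any valid replicate at or below 250%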;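 further: OY570 slx delta 5 strain wells were the positive control but not used for scaling; some compounds called inactive have numbers as strong as hits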
# phage Ecoli inh = E. coli growth loss with phage present; AID 651602; 360,000 tested, 0.26% active; inhibition, % at 11.9 µM; growth absorbance; in the data active means inhibition above about 11%
# MOR-DOR ag = OPRM1-OPRD1 heterodimerization agonism | P35372+P41143 | cells, luminescence | activation, % at 9.3 µM | 340,000 tested, 0.3% active | AID 504326; in the data active means activation above about 18%;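 further: 0% = vehicle-treated cells and 100% = reference agonist; values of inactives mirror those of a sister screen read the other way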
# * = called active by the depositor; / = not tested or not shown; & = joins results of further samples.
SMILES,HTR5A inv ag,PfHsp90 set2,Ecoli viability,OPRM1-OPRD1 inv,HTR5A ag,AddAB inh,Pemphigus Ab inh,PKA-R1A act,Mot1-301 SUMO,phage Ecoli inh,MOR-DOR ag
CC1=C(C)CC2C(=O)N(c3cccc4ccccc34)C(=O)C2C1 (stereo not given),-5,-63,-0.5,10,2,5.6,111,2,-8,3.3,-2.0
Cc1cc(C)c2c(C)nn(C3CCCCC3)c2n1,-8,8,0.7,3,3,1.6,100,-7,-18,1.5,-0.5
CN1CCN(C(c2ccc(F)cc2)c2ccc3cccnc3c2O)CC1 (stereo not given),-13,-6,/,12,0,/,99,-5,/,/,-2.2
COc1cc(OC)c(NS(=O)(=O)c2c(C(=O)N3CCCCC3)c(C)n(C)c2C)cc1Cl,-1,1,0.8,11,0,0.1,110,-19,7,1.2,-2.2
O=C(Nc1ccc(S(=O)(=O)N2CCCCC2)cc1)c1ccc(CN2CCOCC2)cc1,7,-39,1.2,5,-2,2.5,124,-8,5,/,-0.8
O=C(CSCCc1ccccn1)Nc1ccccn1,-3,-7,-2.0,20,1,2.6,103,-9,-1,0.8,-3.6
O=C(NCc1cccc(Cl)c1)c1cnn2c1NC(c1ccco1)CC2C(F)(F)F (stereo not given),-15,18,1.0,-5,3,0.7,104,8,-16,3.0,0.9
CCn1c2ccccc2c2cc(NC(=O)COC(=O)c3ccc(NC(=O)CC#N)cc3)ccc21,13,-20,-3.9,11,-3,1.2,69*,13,-15,5.0,-2.1
COc1ccc(S(=O)(=O)NC2CCCCC2)c(C)c1C,-4,-18,-0.6,1,-2,5.1,/,6,-4,-1.3,-0.3
O=C1CC2(CCCC2)Oc2ccc(Cl)cc21,31,-3,3.2,11,-12,3.6,104,-10,-16,3.1,-2.1
COc1cccc(NC(=S)NCc2ccccn2)c1,7,-1,0.7,-5,6,2.6,121,13,5,3.0,0.9
COc1ccccc1N1CCN(C(=O)c2cccc(S(=O)(=O)N3c4ccccc4CC3C)c2)CC1 (stereo not given),0,-5,/,12,0,/,106,-3,/,-0.3,-3.1
O=C(COc1cccc(C(F)(F)F)c1)NCC(c1cccs1)N1CCOCC1 (stereo not given),22,-14,1.4,-8,-9,1.3,111,-8,0,3.5,2.0
COc1ccc(N2C(C)=CS/C2=C(/C#N)c2nnc(N3CCOCC3)n2-c2ccccc2)cc1,-3,-11,1.6,5,-4,-0.7,106,0,3,-0.6,-0.9
Cc1sc2ncnc(NCCCN3CCCC3=O)c2c1C,-4,13,1.0,12,1,0.8,99,0,-4,4.8,-2.3
O=C(NCCc1c[nH]c2ccccc12)c1c(Cl)nc2sccn12,-7,-3,0.6,0,2,3.9,106,-3,-5,3.1,0.1
O=C(/C=C/c1ccc(F)cc1)c1cc(Br)ccc1O,-16,1,1.2,-11,-1,-1.2,95,1,267,2.5,2.0
O=C(Nc1nc2c(s1)CCc1ccccc1-2)c1cccs1,-14,-11,1.9,-39,3,3.5,112,-2,-2,2.2,6.8
O=C(c1ccco1)N1C(=O)c2cccc3c(S(=O)(=O)N4CCCC4)ccc1c23,-14,-13,3.1,0,-2,2.6,111,2,-10,1.8,-0.1
CN(C)CCCOC(=O)c1ccc(Cl)cc1Cl,4,/,-1.9,6,-1,2.5,93,-3,25,2.6,-1.1
Cn1c(=O)c2c(nc(Br)n2Cc2ccccc2Cl)n(C)c1=O,6,3,1.4,7,-2,2.9,108,12,0,1.5,-1.6
Cc1ccc(NC(=O)CSCC(=O)NC2=NCCS2)cc1,-6,-13,1.9,7,1,0.8,111,2,5,1.4,-1.8
COc1ccccc1C(CNC(=O)COc1cc(C)ccc1Cl)N1CCCC1 (stereo not given),2,/,0.7,-5,0,4.5,103,9,-24,2.9,0.9
Cc1ccc(-n2c(SCC(=O)N3CCOCC3)nc(O)c(Cc3ccccc3)c2=O)cc1,-11,7,-2.0,5,-3,-0.4,103,-6,153,-0.6,-0.7
COc1ccc(C(=O)CSc2nc(N)nc(SC)c2C#N)cc1,-15,-17,-0.2,-3,-5,2.7,103,-11,-17,0.8,0.7
CCOC(=O)c1nnn(-c2nonc2N)c1CSc1ccc(C)cc1,14,25,1.1,-17,-5,6.7,111,-7,30,4.1,4.0
c1cncc(CNc2c3c(nc4nnnn24)CCCC3)c1,-15,1,1.3,10,0,1.1,104,-11,/,0.5,-1.9
COc1ccc(-n2c(O)c(/C=N/NS(=O)(=O)c3cccc([N+](=O)[O-])c3)c3ccccc3c2=O)cc1OC,6,-6,0.5,3,-3,-0.6,98,8,-4,0.6,-0.7
COc1ccc(C2CC(c3ccccc3)=NN2S(=O)(=O)c2ccccc2)cc1 (stereo not given),-25,-43,-2.4,4,2,1.3,150,-3,15,-0.6,-0.8
Cc1nc2ccccc2c(=O)n1/N=C/c1ccccn1,24,15,2.6,0,-9,3.1,100,-4,35,1.1,0.0
CCN(CC)C(=O)C1CCCN(C(=S)Nc2cccc3ccccc23)C1 (stereo not given),-7,13,1.0,5,2,-1.5,103,0,-9,2.7,-0.9
Nc1cc(=O)[nH]c(SCC(=O)N2CCCCC2)n1,-5,-11,0.5,7,2,3.9,109,0,-1,2.0,-1.3
CC(=O)NC1(C(F)(F)F)C(=O)Nc2c1c(=O)[nH]c(=O)n2CC(C)C (stereo not given),-9,/,1.7,9,-1,-1.0,104,1,5,3.7,-1.7
CC1(C)CC(=O)C(CS(=O)(=O)c2ccccc2)=C(O)C1,4,3,1.8,4,-1,1.9,113,3,9,-0.2,-0.6
COc1cc2c(cc1OC)CN(Cc1cc(OC)c3c(c1)OCO3)CC2,-4,14,0.8,7,1,0.1,97,-6,-5,1.2,-1.4
Cn1ncc(Cl)c1C(=O)Nc1nc2ccc(Cl)cc2s1,1,17,0.0,11,3,-0.3,98,-9,13,3.6,-2.0

# Some of these compounds in order of count of non-hydrogen atoms, ascending:
SMILES,HTR5A inv ag,PfHsp90 set2,Ecoli viability,OPRM1-OPRD1 inv,HTR5A ag,AddAB inh,Pemphigus Ab inh,PKA-R1A act,Mot1-301 SUMO,phage Ecoli inh,MOR-DOR ag
Nc1cc(=O)[nH]c(SCC(=O)N2CCCCC2)n1,-5,-11,0.5,7,2,3.9,109,0,-1,2.0,-1.3
Cn1ncc(Cl)c1C(=O)Nc1nc2ccc(Cl)cc2s1,1,17,0.0,11,3,-0.3,98,-9,13,3.6,-2.0
c1cncc(CNc2c3c(nc4nnnn24)CCCC3)c1,-15,1,1.3,10,0,1.1,104,-11,/,0.5,-1.9

# (further entries)
SMILES,HTR5A inv ag,PfHsp90 set2,Ecoli viability,OPRM1-OPRD1 inv,HTR5A ag,AddAB inh,Pemphigus Ab inh,PKA-R1A act,Mot1-301 SUMO,phage Ecoli inh,MOR-DOR ag
CN(N=Nc1cccc([N+](=O)[O-])c1)c1cccc([N+](=O)[O-])c1,6,-15,0.4,-11,-2,3.6,88,-8,12,1.5,1.5
Cc1ccc(CN2CCCC(C(=O)N3CCCC3)C2)cc1 (stereo not given),-14,-1,2.7,7,4,1.1,102,2,-8,-1.4,-1.5
Cc1ccc(S(=O)(=O)N2CCCCC2)cc1NC(=O)C1CCCO1 (stereo not given),-5,5,-2.6,13,2,-0.2,103,5,8,1.8,-2.5
CN1CCN(S(=O)(=O)c2cccc(C(=O)Oc3ccc(Br)cc3F)c2)CC1,11,20,0.2,-4,-3,-2.1,109,4,1,0.2,1.2
COc1ccccc1CNC(=O)COC(=O)c1ccc(C)c(S(=O)(=O)N2CCOCC2)c1,10,-29,-0.2,7,-1,2.6,103,-4,-34,4.4,-1.1
COc1ccc(NS(=O)(=O)c2cccc(NC(=O)c3ccc(Cl)nc3)c2)cc1,13,13,-0.3,13,-1,4.2,88,5,-15,0.1,-2.6
CC(=O)NC(CC(=O)O)C(=O)O (stereo not given),-18,17,1.1,16,5,-2.5,114,0,144,/,-3.0
C=CCSc1nsc(NC(=O)Nc2ccc(F)cc2)n1,-15,-1,16*,-16,4,20*,118,1,-18,15*,3.1
COc1ccc(S(=O)(=O)N2CCOCC2)cc1NC(=O)[C@@H]1CCCN1C(=O)c1cccs1,-3,-9,3.5,18,1,4.1,86,-5,4,3.0,-3.5
O=C(c1ccc(S(=O)(=O)N2CCc3ccccc3C2)cc1)N1CCCCC1,1,-2,0.9,-9,0,4.0,105,-2,79,3.8,1.3
COc1ccccc1N1CCN(C(=O)c2cc(=O)c3ccc(C)cc3o2)CC1,-13,-5,2.2,4,4,-0.1,113,-15,-9,-2.4,-0.8
CC(=O)Oc1cccc(/C=N\NC(=O)C(=O)N/N=C/c2cccc(OC(C)=O)c2)c1,-4,/,0.5,4,2,1.4,91,4,9,1.3,-1.0
O=C(NN=C1C2CC3CC(C2)CC1C3)c1ccccc1O,6,8,-0.1,-8,-6,-0.3,96,-4,-7,2.1,1.5
CCOC(=O)C1C(=O)CC(O)(c2ccccc2)CC1c1ccccc1 (stereo not given),-3,7,-1.7,9,1,1.4,/,-10,11,-0.5,-2.2
COc1ccccc1/C=C/C(=O)OC(C)CN1CCCCC1 (stereo not given),-10,7,1.4,17,4,2.2,89*,-4,14,3.1,-3.4
CCOc1ccc(CCNC(=O)COC(=O)Cc2c[nH]c3ccccc23)cc1OCC,-12,1,0.9,5,4,1.6,101,-1,-7,3.5,-0.8
CCN(CC)S(=O)(=O)c1ccc(N2CC(C(=O)NCCC3=CCCCC3)CC2=O)cc1 (stereo not given),13,27,1.8,0,-5,2.2,/,-13,21,3.2,-0.1
COC(=O)[C@]1(C)N[C@H](CN(C)C(=O)Nc2ccccc2)[C@@H]2C(=O)N(C)C(=O)[C@@H]21,14,-18,1.6,2,-4,3.9,103,8,-18,2.0,-0.3
CCC[C@@H](NS(=O)(=O)c1ccc(C)cc1)C(=O)Oc1ccc2c3c(c(=O)oc2c1)CCC3,5,-10,-0.9,-11,-1,-2.2,98,-12,-7,2.3,2.0
CCC(C)C(NC(=O)OCc1ccccc1)C(=O)OCN1C(=O)c2ccccc2C1=O (stereo not given),-29,4,1.6,8,3,0.5,94,0,2,-1.1,-1.3
COc1ccc2c(c1OC)C(=O)N(c1ccc(C)cc1)C2,2,1,-1.4,12,2,4.5,/,-3,-3,1.5,-2.4
COc1ccc(C2=C(C=C(C#N)C#N)C(c3ccccc3C)c3ccccc3O2)cc1OC (stereo not given),28,-11,-0.8,-48,-2,1.9,88,-8,5,2.7,7.1
COc1cc(NC(=O)c2cnc(N)o2)cc(C(=O)Nc2cccc(C(F)(F)F)c2)c1,8,-4,-0.9,11,3,0.8,109&103,-20&-15,1,-0.7&1.6,-1.9
CC1C(C(=O)Nc2ccccc2)CCCC1(C)C(=O)O (stereo not given),1,1,1.8,21,0,0.5,100,-7,63,2.3,-4.4
O=C1CCN(C2CCN(Cc3nc(Cc4ccccc4F)no3)CC2)CCN1,6,-21,1.5,14,-2,-0.3,99,-6,0,2.5,-2.8
O=C(NNC(=O)C1CCCCC1)C(=O)NC1CCCCC1,0,-42,-1.7,12,1,1.5,99,-3,3,-1.3,-2.2
CN(C(=O)CSc1nnc2n1CCCCC2)C1(C#N)CCCCC1,8,30,-1.8,15,-2,-1.1,127,-1,6,5.0,-3.1
COc1ccccc1OCc1nc(C#N)c(N2CCCC2)o1,-21,/,0.7,6,-1,4.5,119,-4,-29,1.1,-1.1
Oc1ccccc1CNc1cccc2cccnc12,-29,/,-2.9,-93,3,-3.3,127,-4,-13,-0.1,18
